Compound activity: PubChem BioAssay, NCI
NCI-60 one-dose screen, 48 h, at 10 µM unless noted. Numbers give growth in % (100 = growth as untreated, 0 = no growth, -100 = all killed).
ACHN: ACHN renal cancer. 4.9% of 81,000 active
NCI-H522: NCI-H522 lung cancer. 8% of 78,000 active. AID 1794739
NCI/ADR-RES: NCI/ADR-RES ovarian cells; 4.4% of 81,000 active
RXF 393: RXF 393 renal cancer cells. 6.9% of 77,000 active
NCI-H23: NCI-H23 lung cancer; 4% of 80,000 active; AID 1794731
NCI-H226: NCI-H226 lung cancer; 3.5% of 79,000 active; AID 1794732
CAKI-1: CAKI-1 renal cancer | 4.7% of 75,000 active
NCI-H460: NCI-H460 lung cancer; 6.8% of 82,000 active
A498: A498 renal cancer cells; 5.4% of 76,000 active
Numbers without * were called inactive; / = no result given; & = joins results of further samples; ! = a repeat was not active; [ ] = remark or other dose. The calls were made as follows: active = growth percent below 10; inactive = the rest.

SMILES	ACHN	NCI-H522	NCI/ADR-RES	RXF 393	NCI-H23	NCI-H226	CAKI-1	NCI-H460	A498
COc1ccc2c(c1)OCC(O)(c1ccccc1)C2=O (stereo not given)	97	88	102	108	95	110	95	104	152
CCCNCC(O)CNc1ccc(Cl)cc1 (stereo not given)	99	103	101	105	94	101	112	111	95
CCCCCCCC(=O)OCC/C=C/C1OC1C1OC(=O)/C=C\C=C\C(=O)N(C(C)=O)C(=O)/C=C(/C)CCC2OC2C1OC(=O)NC(C)=O (stereo not given)	29	57	78	79	85	81	71	82	91
N#C/C(=C\NC(=S)Nc1ccc(S(=O)(=O)Nc2ccccn2)cc1)C(N)=O	105	106	103	116	95	94	95	107	100
N[C@@H](Cc1ccc(O)c(O)c1)C(=O)O	106	/	102	124	96	106	98	105	108
CN(CCOc1ccc(C#N)cc1)CCOc1ccc(C#N)cc1	84	87	67	54	56	62	100	120	13
C/C(Cc1ccc([N+](=O)[O-])cc1[N+](=O)[O-])=N\O	104	114	106	145	105	114	96	110	/
O=C(Nc1nc(-c2ccc(Br)cc2)cs1)c1cc(-c2ccc(Br)cc2)nc2ccc(Cl)cc12	85	77	90	100	70	76	79	88	/
COc1ccc2c(CC(=O)O)cc(=O)oc2c1	111[100 µM]	105[100 µM]	104[100 µM]	109[100 µM]	104[100 µM]	101[100 µM]	103[100 µM]	110[100 µM]	103[100 µM]
COC(=O)CN1CC(=O)N2[C@@H](c3ccccc3)SC[C@H]2C1=O	107	/	105	120	100	105	98	107	87
CCOC(=O)C1=C(C)N=C2Sc3ccccc3N2C1c1cn(-c2ccccc2)nc1-c1ccc(F)cc1 (stereo not given)	88	64	97	92	92	80	88	106	152
Cc1nnc(N)nc1C	106&99	110&99	113&110	/	102&102	96&100	100&86	105&107	61&131
C/C(C(=O)O)=C(/Cl)c1c(C)cc(C)c(Br)c1C	101	80	101	/	97	92	95	98	93
COc1ccccc1/C=N/N=C1c2ccccc2-c2ccccc21	96	99	95	92	82	96	92	98	92
CC1OC(OCC2OC(Oc3c(-c4ccc(O)c(O)c4)oc4cc(O)cc(O)c4c3=O)C(O)C(O)C2O)C(O)C(O)C1O (stereo not given)	114&101	100&96	108&102	109&108	103&103	91&99	100&96	104&106	81&95
COc1ccc(Nc2n[nH]c(-c3cccs3)c2C#N)cc1	90	94	98	103	99	95	84	100	88
COc1ccc(N=Nc2c(N)nn3c2ncc2c(=O)n(N)c(NN)nc23)cc1	97	90	100	99	94	97	99	95	92
N=S(=O)(NC(=O)c1ccc(Cl)cc1Cl)c1ccc(Br)s1 (stereo not given)	96	103	91	92	102	94	/	86	61
O=C1/C(=C/c2cc(Cl)cc(Cl)c2)Cc2c(F)cc(Br)cc21	105	92	109	117	96	133	91	107	132
Cn1c(=O)c2c(nc(NN)n2C)n(C)c1=O	108	90	103	/	96	82	106	103	77
O=c1oc2c(Br)cc(Br)cc2cc1-c1cs/c(=N/N=C\c2ccc(Cl)cc2)n1/N=C/c1ccc(Cl)cc1	116	86	106	105	94	105	106	102	93
COc1cc(NC(C)=O)ccc1C(=O)NC(=S)Nc1ccc(C(=O)O)cc1	96	95	103	95	89	88	97	78	105
O=C1C(N2CCN(c3ccccc3)CC2)=C(Cl)C(=O)c2ncccc21	-3.3*	-16*	77	28	46	91	40	39	104
CCN(C)S(=O)(=O)Nc1cccc(Nc2ncnc3cc(NC(=O)CCl)ccc23)c1Cl	-68*	-71*	59	-12*	-27*	6.8*	-15*	-22*	82
Clc1ccc(C(c2ccccc2Cl)C(Cl)Cl)cc1 (stereo not given)	107	78	94	105	98	93	73	100	87
SMILES	ACHN	NCI-H522	NCI/ADR-RES	RXF 393	NCI-H23	NCI-H226	CAKI-1	NCI-H460	A498
COc1ccc(C(=S)c2cc(OC)c(OC)c(OC)c2)cc1OC(=O)CCl	42	13	7.4*	45	31	103	/	7.2*	16
S=c1[nH]nc(Cc2ccccc2)c(=S)[nH]1	107	88	100	103	92	103	98	104	69
O=c1[nH][n+](-c2nonc2-c2ccccc2F)no1	111	96	108	109	105	/	93	103	/
CCOC(=O)c1csc(NC(=O)c2ccc(NCc3ccccc3)c([N+](=O)[O-])c2)n1	100	84	98	119	94	79	82	101	99
O=C(CCc1ccc(O)cc1)N/N=C/c1cc(Br)ccc1O	27	77	17	77	61	95	19	30	79
CCN1C(=O)/C(=c2\sc3n(c2=O)C2C(NN=3)N(CC)C(=O)N2CC)c2ccccc21 (stereo not given)	39	20	5.6*	-7.2*	35	103	46	4.7*	-25*
Nc1nonc1-n1nncc1-c1ccncc1	104	96	109	102	98	/	92	110	93
C#C[C@]1(O)CC[C@H]2[C@@H]3CC=C4c5sc(Nc6ccc(C(F)(F)F)cn6)nc5CC[C@]4(C)[C@H]3CC[C@@]21C	0.6*	-51*	-20*	-38*	/	16	0.3*	-36*	-16*
CC(=O)C(=O)NCCCCCC(=O)Nc1ccccc1	113	107	104	/	101	105	91	112	100
COC(=O)C(N)CCCCNC(c1ccccc1)(c1ccccc1)c1ccccc1 (stereo not given)	103	98	108	92	101	93	89	100	98
COc1cccc(/C=C2\COc3ccc(O)c(O)c3C2=O)c1	-79*	-67*	2.6*	-19*	47	79	0.3*	29	111
CNCCCNc1ccnc2cc(Cl)ccc12	-32*	-62*	/	-63*	-50*	-18*	-30*	-28*	-78*
CN(C)C(=S)SCCCCCC(=O)O	110	95	99	/	102	92	/	111	103
CCCn1c(=O)[nH]c2c(c1=O)C(c1cccc(OC)c1)c1c([nH]c(=O)n(CCC)c1=O)N2	106	85	107	123	99	97	92	107	124
CCCCCCCCCCCCCCCCCCNCc1ccc(Cl)cc1	/	-83*	-65*	-74*	-65*	4.0*	/	-72*	-76*
CC(=O)Oc1cc(O)c2c(=O)c(OC(C)=O)c(-c3ccc(OC(C)=O)c(OC(C)=O)c3)oc2c1	69	55	66	79	66	65	97	82	48
S=C(N/N=C/c1ccccc1SSc1ccccc1/C=N/NC(=S)Nc1ccccc1)Nc1ccccc1	83	84	37	80	55	61	/	19	85
COc1nc2ccc(OC(C)C)cc2cc1-c1nc2c(cnn2-c2ccccc2)c(=O)[nH]1	89	91	89	101	88	91	85	83	102
O=C(CSc1nc2c(c(=O)[nH]1)CCCC2)NNC(=O)c1ccccc1Cl	116	101	109	/	101	107	98	115	124
Nc1ccc(Nc2ccc([N+](=O)[O-])cc2[N+](=O)[O-])cc1	96	89	96	164	98	122	83	110	94
CN1CCN(/N=C/c2cn(-c3ccc(C(=O)O)cc3)nc2-c2ccccc2)CC1	104	92	91	105	91	90	/	106	85
O=[N+]([O-])c1cc(/C=N/Nc2nc(N/N=C/c3ccc(Cl)c([N+](=O)[O-])c3)nc(N3CCOCC3)n2)ccc1Cl	103	100	100	121	96	104	103	102	110
CCn1c(Sc2nnc(/N=C3\NC(=O)/C(=C/c4ccc(OC)cc4)S3)s2)nc2c1c(=O)n(C)c(=O)n2C	102	101	106	105	102	99	100	105	104
O=C(COc1ccc(C(=O)c2ccccc2)cc1)Nc1cccc(CO)c1	91	90	87	92	81	83	101	106	/
Cc1c(-c2ccccc2)nc(NCc2ccco2)c(C#N)c1C#N	83	75	75	103	82	86	65	88	86
SMILES	ACHN	NCI-H522	NCI/ADR-RES	RXF 393	NCI-H23	NCI-H226	CAKI-1	NCI-H460	A498
c1cncc(-c2ccc(C3CC3)s2)c1	100	92	100	95	100	94	95	101	91
C[C@@H]1CC[C@@]2(C)C(C(=O)O)=CC=C[C@@H]2[C@@]1(C)CC(=O)c1ccoc1	100	93	110	111	103	/	95	107	/
CC1CCCN(C(=O)Nc2ccc([N+](=O)[O-])cc2)C1 (stereo not given)	95	85	106	126	94	/	100	107	93
CCCNC(=O)Oc1ccc(/C(=C(\C)c2ccccc2)c2ccc(OCCN(CC)CC)cc2)cc1	98	80	83	49	83	98	78	72	51
C=C(C)[C@@H]1CC[C@]2(C(=O)O)CC[C@]3(C)[C@H](CC[C@@H]4[C@@]5(C)CCC(NC(=O)c6cccc(OC(C)=O)c6OC(C)=O)C(C)(C)[C@@H]5CC[C@]43C)[C@@H]12 (stereo not given in full)	4.0*	-11*	8.4*	-34*	1.9*	-17*	3.7*	-39*	-22*
CCOC(=O)c1c2c(n3ccccc13)C(=O)c1ncccc1C2=O	7.5*	-22*	5.0*	25	4.7*	9.6*	9.1*	1.1*	31
CC(=O)Nc1ccc(-c2nc(N3CCOCC3)c3c4c(sc3n2)CCCC4)cc1	79	71	89	84	94	80	67	70	44
COC(=O)[C@H]1Cc2c([nH]c3ccccc23)[C@H](c2ccc3c(c2)OCO3)N1	98	83	100	109	100	99	82	106	97
Cc1ccc[n+](CC(=O)c2ccc([N+](=O)[O-])cc2)c1	105	103	107	103	104	100	105	112	95
CCOC(=O)c1c(C)[nH]c(CO)c1C	107	84	105	134	99	114	101	110	107
CC(C)(C)OC(=O)CCC(NC(=O)OCC1c2ccccc2-c2ccccc21)C(=O)NC(Cc1c[nH]c2ccccc12)C(=O)NC(CCCCNC(=O)OC(C)(C)C)C(=O)N1CCCC1C(=O)NCC(N)=O (stereo not given)	103	93	100	105	101	91	95	92	86
CN1CCN(c2ccc3c(c2)nc(NNC(=O)c2cnccn2)c2cccn23)CC1	-86*	-17*!	-10*!	-65*!	1.2*!	-8.0*!	-74*!	2.4*	-85*!
O=C1c2cc(Cl)ccc2Oc2cc([N+](=O)[O-])ccc2N1c1ccc(Br)cc1F	96	68	97	89	87	/	74	98	86
C=CCc1c(C)cc(C)cc1N1C(=O)CN(Cc2ccccc2)C(=O)C1c1ccccc1 (stereo not given)	82	75	87	78	77	77	70	87	40
C=CCN1C(=S)N(/N=C/C=C/CCC)[C@]23C(=O)c4ccccc4[C@]12OC(N)=C3C#N	95	59	104	102	94	98	/	106	85
Cc1nn(-c2ccccc2)c(Oc2ccccc2)c1-c1nc2ccccc2[nH]1	91	99	98	107	99	98	59	90	65
NC(=O)C(O)Cc1nonc1-c1ccccc1 (stereo not given)	100	99	104	113	101	98	97	105	/
COc1cc(CSc2nc3ccc(C)cc3c(=O)n2-c2ccccc2)cc(OC)c1OC	45	8.3*	18	14	22	48	28	20	16
Cc1cccc(CNc2nc(N)nc3[nH]c4ccc(O)cc4c23)c1	81	79	84	85	82	71	76	101	73
CC1(C)C(=NNC(N)=O)C(C)(C)C1=NNC(N)=O	99	99	105	124	98	99	93	98	73
Cn1cc(S(=O)(=O)NC2=CN3CC=CC3CC2=O)cn1 (stereo not given)	106	69	104	102	101	99	98	112	118
O=C(O)c1ccc(C(=O)O)cc1	101	90	104	105	100	90	/	107	104
CCOC(=O)CNP(=O)(OC[C@H](Cc1ccccc1)NC(=O)c1cc2ccccc2s1)Oc1ccccc1 (stereo not given in full)	111	82	100	104	95	100	94	100	52
CN1N=C(c2ccc(Cl)cc2)CC2(CCCC2)C1=O	111	99	107	111	107	106	101	109	105
O=C1C2=C(C(=O)c3ccccc31)C(CCc1ccccc1)c1sc(=O)[nH]c1S2 (stereo not given)	78	86	91	99	/	87	94	87	110

Next section (2 carried over from the part before).
SMILES	ACHN	NCI-H522	NCI/ADR-RES	RXF 393	NCI-H23	NCI-H226	CAKI-1	NCI-H460	A498
CN1N=C(c2ccc(Cl)cc2)CC2(CCCC2)C1=O	111	99	107	111	107	106	101	109	105
O=C1C2=C(C(=O)c3ccccc31)C(CCc1ccccc1)c1sc(=O)[nH]c1S2 (stereo not given)	78	86	91	99	/	87	94	87	110
C/C(=N\NC(=O)Cn1c(C(C)C)nc2ccccc21)c1ccc(Br)cc1	114	80	108	97	105	113	92	97	82
O=C1[C@@H](OS(=O)(=O)C2CCC2)[C@H](c2ccc(F)cn2)N1c1cc2c3ccccc3ccc2c2ccccc12	99	77	94	102	91	90	/	102	83
CCOc1ccc(NC(=S)N/C=C(/C#N)C(N)=O)cc1	106	94	105	107	99	104	100	111	98
CC(C)(C)OC(=O)N1C/C(=C\c2ccccc2)C(=O)/C(=C/c2ccccc2)C1	106	72	99	102	103	82	85	/	101
[O-][n+]1onc(N/N=C/c2ccc(Br)cc2)c1-c1ccccc1	103	100	109	/	108	106	/	117	107
Nc1cc(C(F)(F)F)ccc1Cl	103	100	102	125	105	92	/	100	95
CCOC(=O)/C=C\C(=O)NC(N)=O	112	90	106	101	102	97	96	110	107
COc1ccc(C2CC(c3cccc(Nc4ccncc4)c3)=Nc3c(N)ncnc3N2)cc1 (stereo not given)	103	82	106	84	90	82	71	91	80
OCc1nc2ccc(Cl)cc2[nH]1	92	123	79	70	98	95	96	112	90
NS(=O)(=O)c1ccc(N2N=C(c3ccc(NC(=S)Nc4ccccc4)cc3)CC2c2ccc(Br)cc2)cc1 (stereo not given)	78	34	88	80	49	53	95	32	109

Ten neighbouring entries out of the list so far, for reference:
SMILES	ACHN	NCI-H522	NCI/ADR-RES	RXF 393	NCI-H23	NCI-H226	CAKI-1	NCI-H460	A498
CCOC(=O)CNP(=O)(OC[C@H](Cc1ccccc1)NC(=O)c1cc2ccccc2s1)Oc1ccccc1 (stereo not given in full)	111	82	100	104	95	100	94	100	52
CN1N=C(c2ccc(Cl)cc2)CC2(CCCC2)C1=O	111	99	107	111	107	106	101	109	105
O=C1C2=C(C(=O)c3ccccc31)C(CCc1ccccc1)c1sc(=O)[nH]c1S2 (stereo not given)	78	86	91	99	/	87	94	87	110
C/C(=N\NC(=O)Cn1c(C(C)C)nc2ccccc21)c1ccc(Br)cc1	114	80	108	97	105	113	92	97	82
O=C1[C@@H](OS(=O)(=O)C2CCC2)[C@H](c2ccc(F)cn2)N1c1cc2c3ccccc3ccc2c2ccccc12	99	77	94	102	91	90	/	102	83
CCOc1ccc(NC(=S)N/C=C(/C#N)C(N)=O)cc1	106	94	105	107	99	104	100	111	98
CC(C)(C)OC(=O)N1C/C(=C\c2ccccc2)C(=O)/C(=C/c2ccccc2)C1	106	72	99	102	103	82	85	/	101
[O-][n+]1onc(N/N=C/c2ccc(Br)cc2)c1-c1ccccc1	103	100	109	/	108	106	/	117	107
Nc1cc(C(F)(F)F)ccc1Cl	103	100	102	125	105	92	/	100	95
CCOC(=O)/C=C\C(=O)NC(N)=O	112	90	106	101	102	97	96	110	107

The order is random; about 12% have a hit in one of these screens.
